USP1-UAF1 inh = USP1/UAF1 (human) deubiquitinase inhibition; recombinant USP1/UAF1, Ub-Rhodamine cleavage fluorescence; Potency, µM (series often up to 57.1 µM), for the others: top-dose activity change, negative = inhibition, hits mostly inhibitors; actives 0.23% (n = 390,000); AID 743255; further: potency means the concentration at half of the fitted maximal effect; on the % scale 0 is the no-effect control and ±100 the full control effect; nearly all actives have a fitted effect of over 60% in size; inactives centre near -12
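USP1/UAF1 complex at 1 nM was preincubated with compound for 15 min at room temperature, then Ub-Rho substrate (150nM final) was added. Fluorescence (480/540 nm) was read kinetically, 6 reads every 60 seconds.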
IDH1 R132H inh = human IDH1 R132H inhibition. Potency, µM (series often up to 76.6 µM), without a hit: at the top dose activity change, negative = inhibition, usual class: inhibitors. IDH1-R132H enzyme, NADPH consumption, diaphorase/resazurin fluorescence. actives 0.093% (n = 390,000). AID 602179; further: potency means the concentration at half of the fitted maximal effect; on the % scale 0 is the no-effect control and ±100 the full control effect; nearly all actives have a fitted effect of over 65% in size
Target sequence (O75874 whole entry R132H, stated change not applied): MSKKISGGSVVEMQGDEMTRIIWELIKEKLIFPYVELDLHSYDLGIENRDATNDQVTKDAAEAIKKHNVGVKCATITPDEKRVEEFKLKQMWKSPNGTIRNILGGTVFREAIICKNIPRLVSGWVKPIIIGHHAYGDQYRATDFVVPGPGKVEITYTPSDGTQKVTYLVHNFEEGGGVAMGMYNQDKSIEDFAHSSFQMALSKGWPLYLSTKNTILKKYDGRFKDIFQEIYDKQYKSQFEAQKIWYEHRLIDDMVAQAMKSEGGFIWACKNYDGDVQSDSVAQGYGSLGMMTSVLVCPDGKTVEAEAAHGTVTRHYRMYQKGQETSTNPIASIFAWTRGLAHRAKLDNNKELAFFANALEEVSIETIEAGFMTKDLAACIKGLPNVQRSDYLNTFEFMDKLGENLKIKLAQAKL
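IDH1-R132H (0.5 ug/mL dispensed) in pH 7.5 Tris buffer was preincubated 30 min with compound, then given a substrate mix of 0.016 mM NADPH and 2 mM alpha-KG for 80 min at room temperature; remaining NADPH was read by diaphorase/resazurin fluorescence.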
Tb PGK inh = T. brucei PGK inhibition | Potency, µM (series often up to 57.5 µM), for the others: at the top dose activity change, negative = inhibition, actives largely listed as inhibitors | PGK/GAPDH coupled, Kinase-Glo luminescence, 60 min | actives 0.043% (n = 380,000); further: potency means the concentration at half of the fitted maximal effect; on the % scale 0 is the no-effect control and ±100 the full control effect; nearly all actives have a fitted effect of over 60% in size
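Recombinant glycosomal PGK reaction used 1,3-bisphosphoglycerate generated in-well by GAPDH (100nM final) in 100mM TEA pH 7.6, 5mM MgCl2, 0.01% Tween-20. After 60 minutes at room temperature, ATP was read by Kinase-Glo Plus luminescence end-point.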
HP1b binding inh = HP1-beta chromodomain-methylated histone interaction inhibition. P83916. AlphaScreen HP1-beta / biotin-H3K9me3 peptide binding. Potency, µM (top dose mostly 114 µM), without a hit: top-dose activity change, negative = inhibition, usual class: inhibitors. actives 0.56% (n = 390,000). AID 540317; further: potency means the concentration at half of the fitted maximal effect; nearly all actives have a fitted effect of over 70% in size; inactives centre near 23
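Compound inhibition of the preformed complex between 50 nM HP1-beta and 50 nM biotinylated H3K9me3 peptide was read by AlphaScreen. Buffer was PBS pH 7.4 with 0.01% Tween-20. Incubations ran 30 min at room temperature, with 10 ug/mL donor/acceptor beads.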
TrxR1 substrate = substrates of rat thioredoxin reductase 1; O89049; purified TrxR1 substrate turnover, NADPH consumption readout; Potency, µM (titrated, usually from 114 µM), for the others: at the top dose activity change, negative = substrate turnover; actives 0.01% (n = 390,000); further: potency means the concentration at half of the fitted maximal effect; on the % scale 0 is the no-effect control and ±100 the full control effect; nearly all actives have a fitted effect of over 50% in size
Target sequence (O89049 whole entry, looked up): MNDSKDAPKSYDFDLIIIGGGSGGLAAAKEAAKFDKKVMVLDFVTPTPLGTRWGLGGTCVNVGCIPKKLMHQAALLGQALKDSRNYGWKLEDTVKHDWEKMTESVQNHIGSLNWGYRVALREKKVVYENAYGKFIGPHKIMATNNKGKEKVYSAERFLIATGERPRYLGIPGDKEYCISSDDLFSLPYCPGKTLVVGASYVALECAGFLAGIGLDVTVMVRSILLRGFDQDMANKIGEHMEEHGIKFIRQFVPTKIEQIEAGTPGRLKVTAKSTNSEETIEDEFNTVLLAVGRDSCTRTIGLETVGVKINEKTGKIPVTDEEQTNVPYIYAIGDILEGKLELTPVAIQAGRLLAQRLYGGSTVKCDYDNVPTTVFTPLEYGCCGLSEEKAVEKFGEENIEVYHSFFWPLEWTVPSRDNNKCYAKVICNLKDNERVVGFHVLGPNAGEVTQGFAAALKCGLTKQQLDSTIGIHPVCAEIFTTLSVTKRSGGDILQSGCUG
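Rat TrxR1, dispensed at 90 nM, was prereduced with 400 uM NADPH (final) for 5 min at ~22 deg C, then incubated with compound 15 min before 400 uM selenite. A first-read NADPH fluorescence drop versus no-compound background flagged substrates.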
Pin1 inhibitor = inhibitors of human Pin1; Q13526; Pin1 FP peptide displacement, HiFluor488, 10 min; Potency, µM (titrated, usually from 115 µM), for the others: at the highest dose activity, negative = inhibition, usual class: inhibitors; actives 0.009% (n = 390,000); active means well fitted inhibition curve with a large enough effect in the polarisation, with a control signal flat, not every such curve was filed as active; inconclusive means small, poorly fitted or top-dose-only effect, or effect the other way, or a change in a side signal; inactive means no such curve, though single readings can be large or run the other way; the % refers to the polarisation; further: potency means the concentration at half of the fitted maximal effect; on the % scale 0 is the no-effect control and ±100 the full control effect
Target sequence (Q13526 whole entry, looked up): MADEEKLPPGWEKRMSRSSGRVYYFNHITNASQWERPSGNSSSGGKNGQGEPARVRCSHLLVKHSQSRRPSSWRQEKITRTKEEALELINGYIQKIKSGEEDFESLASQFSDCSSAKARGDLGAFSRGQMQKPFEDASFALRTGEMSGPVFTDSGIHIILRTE
PI4K2A inh = blocks human PI4K2A kinase activity. activity change, negative = inhibition, % at 76.9 µM. Q9BTU6. purified PI4K2A, ADP-Glo luminescence, 1 h; stronger effect = lower value. actives 0.13% (n = 420,000); in the data active means activity change below about -50%; inconclusive means mostly about -30% to -49%;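 further: -100% = wells without enzyme as full effect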
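Compounds are screened against recombinant PI4K2A using PI as substrate and ATP, the latter dispensed at 300 microM. Reactions run one hour at ambient temperature before ADP-Glo detection; full inhibition defined by wells lacking enzyme.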
GLS inh = blocks human kidney-isoform glutaminase activity; O94925; GLS enzymatic activity, qHTS titration; Potency, µM (doses to about 45.5 µM), for the others: at the highest dose activity change, negative = inhibition, actives largely listed as inhibitors; actives 0.21% (n = 410,000); AID 624170; further: potency means the concentration at half of the fitted maximal effect; on the % scale 0 is the no-effect control and ±100 the full control effect
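Coupled fluorescence readout: glutamate oxidase/HRP/Amplex Red detect glutamate formed by hKGA from L-glutamine (1 mM solution added). Buffer 45 mM KH2PO4 pH 8.2, 0.02% Tween-20; reads at t0 and 30 min RT.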
rTrxR1 inhibitor = blocks rat thioredoxin reductase 1; O89049; recombinant rTrxR1, NADPH fluorescence consumption, selenite substrate; Potency, µM (top dose mostly 114 µM), for the others: at the highest dose activity change, negative = inhibition, usual class: inhibitors; actives 1% (n = 390,000); further: potency means the concentration at half of the fitted maximal effect; on the % scale 0 is the no-effect control and ±100 the full control effect; nearly all actives have a fitted effect of over 65% in size
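Rat TrxR1 (90 nM in the dispensed reagent) was pre-reduced with 400 uM NADPH for 5 min at room temperature, then incubated with compound for 15 min. After 400 uM selenite was added, NADPH fluorescence (Ex 340/Em 450 nm) was followed for 8 min.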
Numbers without * were called inactive; i = inactive; ? = inconclusive; · = no result given; & = joins results of further samples; [ ] = another dose, or the depositor's remark. Unless noted, the call rests on the fitted dose curve; in most records, active means well fitted curve in the direction sought with a large enough effect; inconclusive means small, poorly fitted or top-dose-only effect, or another doubt; inactive means no such curve, though single readings can be large; an effect the other way counts as inactive or inconclusive. A portion of the library. The share of hits here may be higher or lower than overall.

SMILES | USP1-UAF1 inh | IDH1 R132H inh | Tb PGK inh | HP1b binding inh | TrxR1 substrate | Pin1 inhibitor | PI4K2A inh | GLS inh | rTrxR1 inhibitor
O=C(c1cc2ccccc2oc1=O)N(Cc1cccs1)C1CCS(=O)(=O)C1 (centres undefined) | -6% | -6% | 5% | 7% | 6%[57.1 µM] | -3% | -23 | -3% | 24%[57.1 µM]
CCOC(=O)C1CCN(C(=O)CCc2nnc3ccc(N4CCN(C)CC4)nn23)CC1 | -18% | 0% | i | 23% | 5% | -8% | -5 | 1% | 3%
CCOc1cc(/C=N/NC(=O)c2ccncc2)ccc1OC(=O)c1ccc([N+](=O)[O-])cc1 | 7% | 3% | -4% | 14% | 0% | 4% | -7 | 5% | 19%
COc1ccc(NC(=O)CCOc2cc(C)ccc2C)cc1S(=O)(=O)N1CCCCC1 | -24% | 0% | -9% | 26% | -2%[57.1 µM] | 5% | 13 | -8% | 11%[57.1 µM]
O=C(COc1ccc(Br)cc1)Nc1ccc(N2CCOCC2)cc1N1CCOCC1 | -8% | -8% | 0% | -1% | 1% | -5% | 2 | -3% | 12%
CCOc1ccc(C(=O)C(C)=O)c(OCC)c1 | -28% | 1% | -7% | 38%[activator] | 1%[57.1 µM] | -4% | 0 | ? | 7%[57.1 µM]
C=CCn1c(=O)/c(=C\c2ccsc2)s/c1=C(/C#N)C(=O)NCCN1CCOCC1 | -11% | 0% | -4% | 31% | 5%[57.1 µM] | ? | 9 | -12% | -4%[57.1 µM]
CCOc1ccc(-n2nc3ccc(NC(=O)COc4ccccc4C)cc3n2)cc1 | -4% | -5% | 8% | 14% | 26% | -8% | 0 | 0% | 1%
C=CCNC(=O)CSc1nc2scc(-c3ccco3)c2c(=O)n1CC=C | -1% | -4% | -5% | 26% | -3% | 16% | -12 | 0% | ?
CCOC(=O)N1CCN(C(=O)CS(=O)(=O)Cc2nc(-c3ccccc3C)oc2C)CC1 | -2% | 4% | i | 11% | 10%[57.1 µM] | 0% | -28 | 3% | 21%[57.1 µM]
COc1ccccc1OCCNC(=O)CN1C(=O)NC2(CCCCC2)C1=O | -14% | 1% | -11% | 26% | 6% | 1% | -2 | 0% | 13%
Cc1cc(=O)[nH]c(N/N=C/c2c(O)n(-c3ccccc3)c(=O)c3ccccc23)n1 | -33% | 9% | i | 0% | -12% | 124%[activator] | -3 | 4% | -21%
COc1ccc2cc(S(=O)(=O)NCCCN3CCOCC3)ccc2c1 | -7% | 12% | 1% | 19% | 7%[57.1 µM] | 2% | -3 | 18% | 25%[57.1 µM]
CCn1c(CSc2nc3ccccc3s2)n[nH]c1=S | -9% | 3% | 6% | -7% | 8% | 3% | -4 | -6% | -6%
Cc1ccc(CCNC(=O)C2CCCN(c3nnc(C)c4c(C)n(-c5ccccc5)nc34)C2)cc1 (centres undefined) | -19% | -18% | -6% | 40% | 14% | 13% | 1 | -5% | 15%
COc1ccc(C(=O)NNC(=O)CSc2nnc(COc3ccc4ccccc4c3)n2C)cc1 | -3% | -4% | 2% | 27% | 0%[57.1 µM] | 8% | 2 | 9% | -15%[57.1 µM]
CSc1nc2[nH]c(=O)[nH]c2c(=O)[nH]1 | -5% | -15% | -4% | -5% | 9% | -8% | -5 | 5% | 26%[57.1 µM]
CCn1c(C)c(P(=O)(N2CCOCC2)N2CCOCC2)c2ccccc21 | -18% | -2% | -10% | 25% | 13% | 9% | -3 | 5% | 31%[57.1 µM]
COc1cccc(N2CCN(C(=O)C3CCN(S(=O)(=O)c4cccs4)CC3)CC2)c1 | -19% | 0% | 8% | -11% | 2% | -6% | 1 | 5% | 12%
NC(=O)C1CCN(C(=O)COc2ccc3ccc(=O)oc3c2)CC1 | -2% | -5% | -9% | 30% | 50%[activator] | -5% | -1 | -1% | 5%
COc1ccc(NC(=O)C2CC(=O)N/C(=N/N=C/c3ccco3)S2)cc1 (centres undefined) | -4% | -6% | -2% | 34% | -4% | 4% | 4 | 5% | 5%
COc1ccc(OCC(=O)OCC(=O)Nc2ccc3[nH]c(=O)[nH]c3c2)cc1 | -25% | -11% | -10% | 19% | 0% | 19% | -5 | 0% | 7%
O=C1c2ccccc2C(=O)N1CC(O)CN1CCOCC1 (centres undefined) | 0% | -3% | -9% | 21% | -7% | -2% | 10 | -5% | -8%
Cc1ccc(NC(=O)C(=O)NCC(c2cccnc2)N2CCN(Cc3ccccc3)CC2)cc1C (centres undefined) | 2% | 0% | 0% | 18% | -11% | 2% | 4 | -4% | -11%
COc1ccc(CNCC(O)(c2ccccc2)c2ccccc2)cc1 | -4% | 1% | -9% | 27% | -9% | 3% | 6 | -3% | 0%[57.1 µM]
Cc1ccsc1/C=C1\SC(N2CCOCC2)=NC1=O | -7% | 3% | -8% | 30% | -18% | -6% | 0 | -1% | -22%
Cc1cc(C(=O)OCC(=O)NCc2ccccc2)c(C)o1 | -26% | -9% | i | 26% | 3% | -8% | -1 | -8% | 17%
CCN1CCN(c2ccc(NC(=O)c3ccc(C#N)cc3F)cc2Cl)CC1 | -16% | 1% | i | 10% | 10%[57.1 µM] | -2% | 3 | 1% | 13%[57.1 µM]
CC(C)CC1C(=O)N(Cc2cn(Cc3ccco3)nn2)CCS(=O)(=O)N1Cc1ccc(-c2ccccc2)cc1 (centres undefined) | -27% | 6% | -5% | · | · | · | -7 | -4% | ·
CC(NC(=O)c1ccc(N)cc1)c1ccccc1 (centres undefined) | -13% | -15% | 2% | 38%[activator] | 8% | 2% | 3 | 0% | 20%

Single values from the entries so far:
CCN1CCN(c2ccc(NC(=O)c3ccc(C#N)cc3F)cc2Cl)CC1 | USP1-UAF1 inh: -16%
CC(NC(=O)c1ccc(N)cc1)c1ccccc1 (centres undefined) | Tb PGK inh: 2%
COc1ccc(OCC(=O)OCC(=O)Nc2ccc3[nH]c(=O)[nH]c3c2)cc1 | Pin1 inhibitor: 19%

More compounds follow:
SMILES | USP1-UAF1 inh | IDH1 R132H inh | Tb PGK inh | HP1b binding inh | TrxR1 substrate | Pin1 inhibitor | PI4K2A inh | GLS inh | rTrxR1 inhibitor
O=C(C1CCCN(S(=O)(=O)c2cccc3nonc23)C1)N1CCN(c2ccccc2Cl)CC1 (centres undefined) | -13%&-9% | 1%&4% | -4%&14% | 6%&-33% | -2%&2% | 21%&74% | -1&4 | 4%&1% | 0%&-8%
Cc1ccc(-c2csc3nc(CN(C)Cc4ccccc4)[nH]c(=O)c23)cc1 | ? | 0% | -5% | 66%[activator] | 4% | ? | -4 | -2% | -10%
CCc1ccc(NC(=O)N2CCOc3ccc(Cl)cc32)cc1 | 6% | 0% | -12% | 57%[activator] | -6%[11.4 µM] | -1% | -3 | -1% | 5%
Clc1ccc(-n2ncc3c(NC4CCCC4)ncnc32)cc1 | -10% | 21% | -1% | 59%[activator] | 3%[57.1 µM] | -2% | -3 | 1% | 22%[57.1 µM]
CCN(CC)S(=O)(=O)c1cccc(C(=O)Oc2cccc(NC(=O)c3cccs3)c2)c1 | -10% | 7% | -4% | 20% | 1% | 11% | -5 | -5% | 6%
O=C(NCCCN1CCN(c2ccc(F)cc2)CC1)c1sc2ncccc2c1-n1cccc1 | ? | 9% | 4% | -6%[57 µM] | -5%[57.1 µM] | -14% | 5 | -2% | 12%[57.1 µM]
Cc1ccccc1NC(=O)N1CCc2ccccc2C1 | -14% | -9% | -3% | 32% | -8% | -5% | 4 | 1% | 6%
COc1ccccc1OCCCC(=O)Nc1nnc(C2CCCO2)s1 (centres undefined) | -14% | -7% | -6% | 24% | 0% | -9% | 4 | -1% | 12%
CCN1CCN(c2cc(C)c3cc(NC(=O)CCC(=O)Nc4ccc(OC)c(OC)c4)ccc3n2)CC1 | 6% | 1% | · | 21% | 13% | 1% | 3 | 4% | -5%
O=C(c1cccc([N+](=O)[O-])c1)N1CCCC(C(=O)N2CCCCC2)C1 (centres undefined) | -15% | -1% | -4% | 26% | 4% | 1% | 7 | -4% | 20%
CCOC(=O)C(Cc1ccccc1)C(=O)NCc1ccccc1 (centres undefined) | 1% | -3% | 0% | 70%[activator] | -3%[57.1 µM] | 10% | -3 | -6% | -18%[57.1 µM]
Cc1c(NC(=O)c2nn(C)c(=O)c3ccccc23)c(=O)n(-c2ccccc2)n1C | -16% | 0% | 0% | 70%[activator] | 5% | -1% | 0 | 1% | 14%
O=C1CCN(S(=O)(=O)c2ccccc2)C2CCCCC12 (centres undefined) | -4% | 4% | -2% | -5% | 7% | 1% | 0 | -7% | 14%[57.1 µM]
Cc1cc(NC(=O)N(C)CCc2c(C)nn(C)c2C)ccc1Br | -8% | -8% | 12% | 20% | 8%[57.1 µM] | 4% | -11 | 6% | 25%[57.1 µM]
O=S(=O)(NCc1cc(-c2ccccc2Cl)no1)c1ccc(Cl)cc1 | -7% | 17% | 4% | ? | -3% | -4% | -5 | ? | 6%
COC(=O)c1ccc(N2CCCCC2)c(NS(=O)(=O)c2ccc(C)cc2)c1 | -23% | 1% | i[11.5 µM] | 32%[activator] | 8% | 3% | -2 | 12% | 32%
CCCC(=O)O/N=C(\c1ccccc1)c1ccncc1 | -7% | -4% | 7% | 62%[activator] | 0%[57.1 µM] | 9% | -1 | 5% | -1%[57.1 µM]
